Assay outcomes deposited in PubChem BioAssay by several laboratories.
STAT1 act: activators of IFN-gamma induced STAT1 signaling. NIH 3T3 STAT1-luciferase reporter, luminescence; 100% = IFN-gamma alone, no compound. activation (% of control), % at 5.5 µM. 200,000 compounds, 2.6% hits. AID 932;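 active means activation above the screen-wide mean activation plus 3 SD, cut at about 130% in these data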;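 further: raw ratio to IFN-gamma control signal so 100% means no change and 0% no light; values of inactives mirror those of a sister screen read the other way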
FLuc inhib CS: counter-screen for luciferase assay inhibitors: firefly luciferase inhibition. P08659. ATPLite firefly luciferase biochemical luminescence, 10 min. inhibition, % at 10 µM. 200,000 compounds, 1.5% hits;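 active means inhibition above about 50% when tested at 10 µM, limit read from the data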
Target sequence (P08659 whole entry, looked up): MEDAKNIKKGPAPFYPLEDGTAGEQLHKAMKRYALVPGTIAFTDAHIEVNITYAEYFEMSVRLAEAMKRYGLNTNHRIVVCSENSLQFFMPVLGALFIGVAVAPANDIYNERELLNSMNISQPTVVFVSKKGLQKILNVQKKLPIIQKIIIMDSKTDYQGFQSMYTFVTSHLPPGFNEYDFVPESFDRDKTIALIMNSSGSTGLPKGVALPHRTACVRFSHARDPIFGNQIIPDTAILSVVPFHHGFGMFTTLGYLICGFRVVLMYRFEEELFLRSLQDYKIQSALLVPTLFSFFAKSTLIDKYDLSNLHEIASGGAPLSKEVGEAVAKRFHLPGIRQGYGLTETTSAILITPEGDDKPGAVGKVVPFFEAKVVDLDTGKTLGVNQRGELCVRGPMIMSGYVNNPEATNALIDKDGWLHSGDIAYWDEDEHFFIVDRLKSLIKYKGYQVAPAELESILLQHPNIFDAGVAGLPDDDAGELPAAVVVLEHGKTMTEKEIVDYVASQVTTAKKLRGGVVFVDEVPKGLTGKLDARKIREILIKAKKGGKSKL
G6PDH CS: counter-screen for G6PDH assay hits: L. mesenteroides G6PDH inhibition; inhibition, % at 5 µM; 200,000 compounds, 0.12% hits; Purified L. mesenteroides G6PDH, diaphorase/resazurin coupled fluorescence, 45 min; AID 1020; in the data active means inhibition above about 50%
NF-kB expr up: raises NF-kB expression in human neuronal cells; NF-kB reporter expression; hits give high values; fold change at 12.5 µM; 190,000 compounds, 1.6% hits; in the data active means fold change above about 3.3
Diaph act CS: diaphorase activation or chemical reduction counter-screen. Diaphorase/resazurin coupled assay, resorufin fluorescence, 16 min; hits give high values; 1 = vehicle wells, 0 = NADH-free wells. AID 1229. 190,000 compounds, 0.005% hits. activation factor at 20 µM;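 active means diaphorase activity raised at least twofold by the compound at 20 µM; inactive means activation factor below 2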
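Assay system: Purified diaphorase enzyme from Clostridium kluyveri | Amount: Enzyme 0.07 U/mL final | Dosing: Compound 20 µM once, DMSO 1% | Timing: 16 min reaction at room temperature | Detection: Fluorescence, excitation 544 nm and emission 590 nm | Evaluation: Higher resorufin formation from activation or reduction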
APP transl inh: APP translation inhibition; 190,000 compounds, 0.82% hits; SH-SY5Y APP 5'UTR-luciferase reporter, luminescence; inhibition, % at 2 µM; AID 1285;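 active means inhibition above a set limit, derived from the sample mean plus 3 SD, cut at about 45% in these data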; further: values of inactives mirror those of a sister screen read the other way
APP 5'UTR act: activates APP 5'UTR luciferase reporter. SH-SY5Y APP 5'UTR luciferase reporter, luminescence; zero percent = DMSO vehicle wells. activation, % at 2 µM. 190,000 compounds, 1% hits;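 active means activation above a set limit, based on mean plus 3 SD of controls, cut at about 140% in these data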; further: values of inactives mirror those of a sister screen read the other way
TLR4 MyD88 comp: blocks binding of human TLR4 to MyD88; 200,000 compounds, 0.18% hits; O00206+Q99836; inhibition, % at 8.4 µM; HeLa CL3-4 TLR4/MyD88 BLA complementation, FRET ratio; in the data active means inhibition above about 25%;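 further: 0% = vehicle and 100% = reference inhibitor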
FLuc act counter: firefly luciferase counter-screen for stimulation assays. ATPlite luciferase biochemical, luminescence, 10 min; 0 = ATP-free wells, 1 = DMSO control. P08659. activation factor at 10 µM. 200,000 tested, under 10 active;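 active means luciferase activation factor, scaled between plate controls, of at least 2 with compound at 10 µM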
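test system = cell-free luciferase reagent | medium = PBS as buffer for the ATP substrate | dosing = test compounds dosed from 2 mM stocks in 100% DMSO | incubation = 10 min at ambient temperature | detection = luminescence measurement of luciferase light output | benchmarks = low control with PBS replacing ATP, high control enzyme plus ATP without compound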
Diaphorase inh: inhibits diaphorase or chemically oxidizes, flagging diaphorase assay artifacts. 190,000 compounds, 0.69% hits. inhibition, % at 20 µM. diaphorase resazurin-to-resorufin fluorescence, NADH, 16 min; bacterial (C. kluyveri) enzyme, not human. AID 1217;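 active means primary screen inhibition at 20 µM above a set limit, cut at about 50% in these data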;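 further: plate controls were DMSO with full reaction for no effect and wells lacking NADH for full effect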
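controls = No-NADH positive control and DMSO neutral control | system = Clostridium kluyveri diaphorase enzyme | timing = reaction incubation of 16 min at room temperature | signal = resorufin fluorescence 544/590 nm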
The depositor's hits bear a star; / = not tested or not shown.

Start of the data: the first three records, to show the layout:
SMILES	STAT1 act	FLuc inhib CS	G6PDH CS	NF-kB expr up	Diaph act CS	APP transl inh	APP 5'UTR act	TLR4 MyD88 comp	FLuc act counter	Diaphorase inh
CCc1nc2ccc(F)cc2c(C(=O)NC2CCCCC2C)c1C (centres undefined)	90	0	3	0.93	0.8	-9	9	-12	1	18
Cc1ccc(CNc2oc(COc3ccccc3Cl)nc2C#N)cc1	102	-2	6	1.1	0.8	15	-15	-3	1	22
O=C(NNC(=O)C1COc2ccccc2O1)c1cccc([N+](=O)[O-])c1 (centres undefined)	95	1	12	1.1	1	-5	5	5	1	-3

Results, previewed entries included:
SMILES	STAT1 act	FLuc inhib CS	G6PDH CS	NF-kB expr up	Diaph act CS	APP transl inh	APP 5'UTR act	TLR4 MyD88 comp	FLuc act counter	Diaphorase inh
CCc1nc2ccc(F)cc2c(C(=O)NC2CCCCC2C)c1C (centres undefined)	90	0	3	0.93	0.8	-9	9	-12	1	18
Cc1ccc(CNc2oc(COc3ccccc3Cl)nc2C#N)cc1	102	-2	6	1.1	0.8	15	-15	-3	1	22
O=C(NNC(=O)C1COc2ccccc2O1)c1cccc([N+](=O)[O-])c1 (centres undefined)	95	1	12	1.1	1	-5	5	5	1	-3
COc1ccc(-c2nn(-c3ccccc3)cc2C#N)cc1	127	-3	-1	2	1	-26	26	-14	1	4
COc1ccccc1N1CCN(C(=O)COc2cccc(C)c2C)CC1	100	-4	4	1.1	1	-34	34	2	1	4
O=Cc1ccnc(-c2ccc(OC(=O)c3ccco3)cc2)n1	98	11	4	1	1	-6	6	7	0.9	-3
Clc1ss/c(=N\c2ccccn2)c1Cl	92	2	-12	1.3	1	-6	6	4	1	2
Cc1ccc(-c2nc3cccnc3s2)cc1NC(=O)C1c2ccccc2Oc2ccccc21	118	-1	13	1.4	0.9	-33	33	-4	1	13
CN(NC(=O)c1ccccc1)C1=NS(=O)(=O)c2ccccc21	95	-6	2	1.6	/	-2	2	-9	1.1	/
CCOC(=O)N1CCN(CC(=O)Nc2ccc(OC)cc2)CC1	104	-9	11	1	0.9	5	-5	3	1.1	12
C1CCc2c(nnc3c2-c2nonc2CC3)C1	97	-5	-2	1	0.8	-3	3	10	1.1	16
O=C(Nc1ccc(Cl)c(Cl)c1)OCCNC(=O)c1cccc(Cl)c1	100	-4	-2	0.94	0.7	3	-3	10	1	25
COC(=O)CC1Oc2ccccc2N(Cc2ccccc2)C1=O (centres undefined)	98	-4	-2	1.1	0.8	4	-4	-5	1	16
COc1cccc(NC(=O)CCNC(=O)Cn2ccc3ccccc3c2=O)c1	95	-1	7	1.2	0.9	3	-3	6	1	12
C=CCOC(=O)C1=C(C)NC(C)=C(C(=O)OCC=C)C1c1cn(-c2ccccc2)nc1-c1ccco1	105	-3	0	1.1	0.9	-6	6	-1	1	10
COC(=O)C1=C(C)N(Cc2ccco2)C(=O)C1	100	4	0	1.2	1	-8	8	-4	1	-1
CN(/C=C/C(=O)C(F)(F)F)Cc1ccccc1	99	-6	-7	1.1	0.9	-28	28	14	1.1	8
CC(=O)CSc1ccc(C(=O)O)cn1	113	-7	-1	1.1	0.9	-15	15	6	1.1	15
O=C(Cn1c(=O)oc2ccccc21)Nc1ccc(S(=O)(=O)N2CCCCC2)cc1	99	-4	8	1.3	1	-8	8	3	1	-4
COCCN(C(=S)Nc1ccccc1C)C(C)c1cccs1 (centres undefined)	93	0	14	1.6	1	7	-7	11	1	4
CCCCn1c(SCC(=O)c2ccc3c(c2)OCCO3)nnc1-c1ccco1	92	-7	-16	0.83	0.9	2	-2	-11	1.1	11
Cc1ccc(-n2nc(C)c(/C=N/NC(=O)c3cccnc3)c2Cl)cc1	109	1	-1	1.8	0.8	1	-1	0	1	19
CCCOc1ccc(C(=O)NCc2cccnc2)cc1	92	-1	9	1.1	1	-2	2	-1	1	2
CN(Cc1ccccc1)C(=S)NC(=O)C1CCCCC1	103	-2	-2	1.1	1	3	-3	-7	1	2
O=C(C1CCCN(S(=O)(=O)c2ccccc2[N+](=O)[O-])C1)N1CCCC1 (centres undefined)	102	-2	4	1.1	0.8	6	-6	2	1	16
N#CCc1nn2c3c(cnc2c1C#N)C(=O)CCC3	106	-3	8	1.1	1	-4	4	2	1	0
O=C(O)CS(=O)(=O)CC(=O)O	104	-8	10	1.1	0.9	1	-1	-5	1.1	12
Cc1ccccc1-n1c(C)nnc1SCC(=O)NNC(=O)c1ccccc1	103	0	0	1.2	1	-7	7	-2	1	-1
CCCCNC(=O)N1CCN(C(=O)C2CCCO2)CC1 (centres undefined)	101	-6	0	1.1	0.9	-6	6	6	1.1	6
O=C(COC(=O)CNC(=O)c1ccccc1)Nc1ccc(S(=O)(=O)N2CCOCC2)cc1	105	-5	1	1.1	0.9	-2	2	2	1.1	14
CCOC(=O)c1c(NC(=O)/C=C/C(=O)O)sc(C)c1-c1ccc(Cl)cc1	97	-2	4	0.99	0.8	9	-9	6	1	24
CC1(C)C(=O)Nc2ccccc2N1C(=O)COC(=O)C12CC3CC(CC(O)(C3)C1)C2	98	-5	-3	0.77	0.8	-32	32	0	1.1	18
Cc1nn(Cc2ccccc2)c(C)c1C(=O)NCCN1C(=O)S/C(=C\c2ccccc2)C1=O	97	-2	-15	1.1	0.8	-2	1	0	1	16
CCOc1ccc(/C=N/NC(=O)C(=O)NCc2ccco2)cc1	98	1	-11	1.1	1	-12	12	-2	1	3
COc1ccc(/C=N/NC(=O)CN2CCSCC2)c(OC)c1	106	-4	0	0.97	0.9	-12	11	-21	1	10
Cn1c(=O)c2cc(S(=O)(=O)NC(C(=O)NC3CCCCC3)c3ccccc3)ccc2n(C)c1=O (centres undefined)	91	-6	-4	1.2	0.9	-1	1	-13	1.1	14
CC(C)C(=O)NC(NC(=S)NC1CCS(=O)(=O)C1)C(Cl)(Cl)Cl (centres undefined)	96	-4	5	1.1	0.9	-10	10	-4	1	9
CN(C)CCNC(=O)c1sc2cccc(F)c2c1Cl	103	-10	-1	1.3	0.9	18	-18	-13	1.1	7
O=C(/C(=C(\[O-])c1ccccc1)[n+]1ccc2ccccc2c1)c1ccccc1	103	-8	6	0.97	0.8	-18	18	12	1.1	19
O=C(CCC(=O)Nc1ccccc1Cl)N/N=C/c1c[nH]c2ccccc12	87	-4	-3	1.1	0.8	9	-9	-3	1	17
COc1ccc(-n2ccc(-c3nn(-c4cccc(C(F)(F)F)c4)ccc3=O)n2)cc1	97	-7	-25	1.2	0.9	-6	6	12	1.1	12
CCO[C@H]1OC(C(=O)N2CCOCC2)=C[C@@H](c2ccc(C(F)(F)F)cc2)[C@@H]1CCCO	104	-2	7	1.1	0.8	-20	21	8	1	23
O=C(Nc1ccc(Cl)cc1)OCc1cc(-c2ccccc2)on1	99	-1	3	1.1	0.9	-10	10	-13	1	7
Cc1nc2ccccc2c2nc(NC(=O)C(F)(F)F)nn12	106	-4	2	0.95	0.9	8	-8	9	1	6
Cc1nnc(SC(C)C(=O)Nc2c(C)n(C)n(-c3ccccc3)c2=O)n1N (centres undefined)	100	2	10	1	0.9	2	-2	16	1	15
O=C(O)CCn1c(=O)n(CCC(=O)O)c(=O)n(CCC(=O)O)c1=O	107	-5	22	0.94	0.9	-11	11	4	1.1	7
c1ccc(SCCCCNC2CCCC2)cc1	102	-4	8	1.1	1	-23	23	5	1	-4
Cc1ccc(Cn2c(SCC(=O)N/N=C/c3ccc(C)o3)nc3ccccc32)cc1	100	-4	-6	1.2	0.8	-15	15	2	1	16
COC(=O)CNC(=O)CSc1nnc(C)c(=O)[nH]1	110	1	4	1.4	1.1	6	-6	8	1	-11
COC(=O)C1=CNC=C(C(=O)OC)C1c1cccc(OC)c1	97	-8	-1	1.1	0.9	-34	34	-4	1.1	8
CCCn1c(=N)n(CCOCCOCCn2c(=N)n(CCC)c3ccccc32)c2ccccc21	96	/	/	/	/	-14	14	2	/	/
CCCCCn1nc(C(=O)OCC(=O)c2c(N)n(C)c(=O)n(C)c2=O)c2ccccc2c1=O	99	-3	3	0.71	0.9	-19	19	14	1	14
O=c1oc2ccccc2n1CCc1ccccc1	110	-2	-7	0.97	0.8	-17	17	-7	1	23
Nc1nc(N2CCCCC2)nc(N2CCCCC2)n1	98	-6	0	1.3	1	10	-10	5	1.1	-3
Cc1ccc(C(=O)N(c2ccccc2)C2CC(C)N(C(=O)c3ccco3)c3ccccc32)cc1 (centres undefined)	100	-7	6	1.2	0.8	24	-24	1	1.1	20
CCOC(=O)NC(=O)C(=CNc1ccccc1C)C(=O)NC(=O)OCC	105	2	6	1.1	1	-8	8	-12	1	3
COCC(C)NC(=O)c1cc(-c2ccc(O)cc2)on1 (centres undefined)	110	6	6	1.7	1	-23	23	-1	0.9	-4
COCCCn1c(SCC(=O)NC(C)(C)C)nnc1-c1ccccc1	104	-3	26	0.95	1.1	-4	4	-15	1	-9
CN1CCN(c2ccc(Cl)cc2NC(=O)/C=C/c2ccc(F)cc2)CC1	93	-8	-5	1.2	1	3	-3	6	1.1	2
CN(CC(=O)Nc1ccc(N2CCOCC2)cc1)C(=O)CC(c1ccccc1)c1ccccc1	100	-5	3	1.7	0.9	14	-15	-3	1	5

More structures
SMILES	STAT1 act	FLuc inhib CS	G6PDH CS	NF-kB expr up	Diaph act CS	APP transl inh	APP 5'UTR act	TLR4 MyD88 comp	FLuc act counter	Diaphorase inh
CCC1CCc2c(c3ccccc3[nH]c2=O)O1 (centres undefined)	101	-11	6	0.99	0.9	-1	1	2	1.1	6
Cc1cc(C)cc(CSCC(=O)NN=C2CCCCCC2)c1	102	-5	0	0.95	0.9	-10	10	6	1.1	10
C=CCn1c(=O)c2c3c(sc2n2c(Nc4ccc(C(=O)OCC)cc4)nnc12)CCCC3	104	-4	0	1.2	1	-4	4	5	1	-2
CCOC(=O)COn1c(SCC(=O)OCC)nc2ccccc2c1=O	98	-11	4	1.2	0.9	8	-8	-2	1.1	7
CCOC(=O)C1C(=O)OC(C)(C)C1C(C)C(=O)c1ccccc1 (centres undefined)	101	-4	7	1.1	0.9	-9	9	9	1	13
Cc1nnc(NC(=O)c2ccc3c(c2)C(=O)N(CCC(C)C)C3=O)s1	99	16	2	1.2	1	-10	10	-15	0.8	2
O=C(CNC(=O)c1ccc(-c2ccccc2)cc1)OCc1c(F)cccc1Cl	105	0	15	1.3	0.9	10	-10	11	1	7
O=C(Cc1cccs1)N(c1ccc(Cl)cc1)C1C=CS(=O)(=O)C1 (centres undefined)	107	-3	10	1.4	1.2	9	-9	1	1	-19
CCCNC(=O)c1ccccc1NC(=O)COc1ccc(OC)cc1	105	-6	8	1.3	0.9	/	/	14	1.1	9

Some of these compounds in order of their number in APP 5'UTR act, descending:
Structure,APP 5'UTR act
COc1ccccc1N1CCN(C(=O)COc2cccc(C)c2C)CC1,34
O=C(/C(=C(\[O-])c1ccccc1)[n+]1ccc2ccccc2c1)c1ccccc1,18
C1CCc2c(nnc3c2-c2nonc2CC3)C1,3
CN(NC(=O)c1ccccc1)C1=NS(=O)(=O)c2ccccc21,2
COC(=O)CNC(=O)CSc1nnc(C)c(=O)[nH]1,-6
